Screening results deposited in PubChem by National Center for Advancing Translational Sciences (NCATS).
ELG1 DNA repair = qHTS screen for small molecules that inhibit ELG1-dependent DNA repair in human embryonic kidney (HEK293T) cells expressing luciferase-tagged ELG1; HEK293T ELG1-luciferase reporter, luminescence, 16 h; DNA damage induced by 5-fluorouridine; Potency, µM (doses to about 46.1 µM), for inactives: at the top dose activity change, negative = inhibition, usual class: inhibitors; actives 2.3% (n = 330,000); AID 504467, 2011; note: potency is the fitted concentration of half-maximal effect; % is set by controls: 0 for no effect and ±100 for the full control effect; nearly all actives have a fitted effect of over 55% in size
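Cells (2,000 per well) received 5-fluorouridine plus test compound or DMSO and were incubated 16 hr at 37 °C, 5% CO2. Luciferase activity was read by luminescence 30 min after ONE-Glo addition; signal suppression marked inhibition of damage-induced ELG1 function.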
TRPV1 ag = HTS Assay for Compounds that Act as Agonists of the Vanilloid Receptor 1; TRPV1-expressing cells, Fluo-8 calcium influx, agonist mode; activation, % at 8.33 µM; actives 0.19% (n = 320,000); in the data active = activation above about 80%; inconclusive = between about 30% and that limit; note: 0% is about no effect
Target sequence (Q8NER1 whole entry, looked up): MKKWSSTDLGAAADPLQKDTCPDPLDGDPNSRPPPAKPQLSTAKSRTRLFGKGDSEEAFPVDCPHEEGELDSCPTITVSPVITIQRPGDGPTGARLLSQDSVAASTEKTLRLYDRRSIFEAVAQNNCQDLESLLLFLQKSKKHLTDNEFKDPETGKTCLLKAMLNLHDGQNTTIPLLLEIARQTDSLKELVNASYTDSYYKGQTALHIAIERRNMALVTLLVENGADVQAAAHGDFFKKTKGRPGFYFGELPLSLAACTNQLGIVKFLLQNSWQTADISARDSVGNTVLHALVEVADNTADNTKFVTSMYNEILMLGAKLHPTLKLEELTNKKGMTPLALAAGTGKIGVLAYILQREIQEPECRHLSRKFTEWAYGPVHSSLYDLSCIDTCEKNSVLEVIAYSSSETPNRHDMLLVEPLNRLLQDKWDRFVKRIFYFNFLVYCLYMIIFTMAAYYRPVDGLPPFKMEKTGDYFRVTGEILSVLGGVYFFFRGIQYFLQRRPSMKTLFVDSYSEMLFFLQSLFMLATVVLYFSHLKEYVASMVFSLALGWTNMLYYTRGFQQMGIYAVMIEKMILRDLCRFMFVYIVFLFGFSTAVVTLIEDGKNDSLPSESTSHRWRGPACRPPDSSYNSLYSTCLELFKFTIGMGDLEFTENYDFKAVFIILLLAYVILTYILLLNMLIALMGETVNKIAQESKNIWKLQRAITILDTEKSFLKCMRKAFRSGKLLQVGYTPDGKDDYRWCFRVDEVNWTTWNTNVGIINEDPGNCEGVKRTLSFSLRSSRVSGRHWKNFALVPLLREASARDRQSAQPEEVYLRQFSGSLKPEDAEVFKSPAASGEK
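Fluo-8 calcium influx in TRPV1-expressing cells, kinetic read (ex 480/em 520 nm). Compound added and read 3 min for agonist activity, followed by capsaicin at EC20 final and 2 min further read for enhancement.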
TCR activator = Activators of T cell receptors: qHTS campaign | AID 504894, 2011 | primary human leukocytes, anti-CD3, IL-2 HTRF, 48 h | Potency, µM (top dose mostly 9.22 µM), for the others: top-dose activation of IL-2 secretion, most hits filed as activators | 330,000 tested, under 10 active; note: % of control where 0% means no effect
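Activity was scored as IL-2 release from primary human leukocytes given only a TCR signal (a-CD3 beads) plus compound for 48 hr. Detection used a two-antibody HTRF format read at 665nm.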
a7 integrin act = qHTS for Activators of Integrin-Mediated Alleviation for Muscular Dystrophy; alpha7betagal myoblasts, beta-gal FDG fluorescence, 48 h; Potency, µM (titrated, usually from 38.3 µM), inactives show at the highest dose activation, most hits filed as activators; actives 0.064% (n = 350,000); AID 624291, 2012;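 note: potency is the fitted concentration of half-maximal effect; 100% = response of the positive control SU9516; nearly all actives have a fitted effect of over 60% in size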
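alpha7betagal+/- myoblasts (passage 13, 250/well) treated 48 h at 37C with compounds at 1:260 dilution of DMSO stock. Lysed, then beta-galactosidase activity read as FDG fluorescence (ex 480/em 540) after 30 min, with pre-read for autofluorescence.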
p53 reactivation = qHTS assay for re-activators of p53 using a Luc reporter. H1299 p53-A138V BP100-luciferase reporter, luminescence, 24 h. actives 0.063% (n = 320,000). Potency, µM (top dose mostly 92.2 µM), inactives show at the highest dose activity change, positive = activation, usual class: activators; note: potency is the fitted concentration of half-maximal effect; % of control where 0% means no effect; nearly all actives have a fitted effect of over 45% in size
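H1299 (p53-null), stable ts p53-A138V + BP100-Luc; 1000 cells/well, Opti-MEM/10% FBS; cpd 4 pt, 1:5; 24 h, 37 deg C, 5% CO2; detection reagent 10 min RT; luminescence.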
B2AR arrestin = qHTS assay of beta-arrestin-biased ligands of beta2-adrenergic receptor; Beta-2 adrenergic receptor (Homo sapiens), P07550; beta-arrestin recruitment to beta2AR, cell-based reporter; Potency, µM (highest dose often 46.1 µM), for the others: at the top dose activation, hits mostly activators; actives 0.02% (n = 330,000); AID 492947, 2010;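 note: potency is the fitted concentration of half-maximal effect; 0% = DMSO controls and full agonism = EC100 isoproterenol or metaproterenol; nearly all actives have a fitted effect of over 65% in size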
AT treatment = qHTS Assay for Identifying a Potential Treatment of Ataxia-Telangiectasia | […] A-T fibroblasts, KAP-1 phosphorylation AlphaLISA; neocarzinostatin DNA damage 30 min before lysis | Potency, µM (top dose mostly 57.5 µM), inactives show at the highest dose activation, hits mostly activators | actives 0.19% (n = 320,000) | AID 485349, 2010; note: potency is the fitted concentration of half-maximal effect; % of control where 0% means no effect; nearly all actives have a fitted effect of over 45% in size
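hTERT-immortalized A-T patient fibroblasts ([…]), 500 cells/well in OPTI-MEM, 1% FBS, got compounds for 60 min, then NCS for 30 min at 37C. Lysates were then assayed for phospho-KAP-1 by AlphaLISA (anti-pKAP1 donor, anti-KAP1 acceptor beads), 6 hr at 25C.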
PTAP TSG101 blk = qHTS Assay for Iinhibitors of HIV-1 Budding by Blocking the Interaction of PTAP/TSG101. Tumor susceptibility gene 101 protein (Homo sapiens), Q99816. Fluorescence polarization, FITC-PTAP peptide / Tsg101 binding. Potency, µM (titrated, usually from 115 µM), inactives show top-dose activity change, negative = inhibition, usual class: inhibitors. 340,000 tested, under 10 active; active = well fitted inhibition curve with a large enough effect in the main read-out, with a control signal flat, not every such curve was filed as active; inconclusive = small, poorly fitted or top-dose-only effect, or effect the other way, or a change in a side signal; inactive = no such curve, though single readings can be large or run the other way; note: potency is the fitted concentration of half-maximal effect; % of control where 0% means no effect
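Steps: Tsg101 binding domain dispensed (10 uM final), compounds pinned in DMSO, FITC-labeled PTAP-motif peptide added (50 nM final); after 20 min binding at room temperature, polarization measured.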
MLL CXXC-DNA inh = qHTS Fluorescence Polarization Assay for Inhibitors of MLL CXXC domain - DNA interaction; AID 2662, 2010; actives 0.037% (n = 290,000); MLL-CXXC / FITC-HOXA9 DNA fluorescence polarization; Histone-lysine N-methyltransferase 2A (Homo sapiens), Q03164; Potency, µM (highest dose often 115 µM), inactives show top-dose activity change, negative = inhibition, most hits filed as inhibitors; active = well fitted inhibition curve with a large enough effect in the polarisation, with a control signal flat, not every such curve was filed as active; inconclusive = small, poorly fitted or top-dose-only effect, or effect the other way, or a change in a side signal; inactive = no such curve, though single readings can be large or run the other way; the % refers to the polarisation; note: potency is the fitted concentration of half-maximal effect
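Steps: dispense CXXC domain solution (7 uM) → pin compounds or unlabeled HOX-A9 DNA control → 5 min ambient → add FLSN-HOX-A9 solution (50 nM) → spin → 30 min ambient → fluorescence polarization. Tris pH 7.5/NaCl/DTT/BSA buffer.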
BRCA1 expr act = qHTS Assay to Identify Small Molecule Activators of BRCA1 Expression. actives 1.1% (n = 380,000). MCF7-BRCA1-FFLuc reporter, luminescence, 48 h; response scale: scaled: vehicle 0%, 10 µM genistein 100%. Potency, µM (series often up to 46.1 µM), for inactives: top-dose activation, most hits filed as activators; note: potency is the fitted concentration of half-maximal effect; nearly all actives have a fitted effect of over 80% in size; some results filed as inactive show a strong effect at the top dose
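MCF7 cells carrying a BRCA1-firefly luciferase reporter (2000 cells/well, phenol-red free MEM) were attached for 2 h at 37 °C, then given compounds for 48 h. Luminescence was read 15 min after luciferase reagent; activity normalized to genistein (10 microM) and DMSO.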
Active calls of the source: *; ? = inconclusive; · = no result given; & = joins results of further samples; [ ] = remark or other dose. Unless noted, calls come from the whole dose curve; as a rule, active = well fitted curve in the direction sought with a large enough effect; inconclusive = small, poorly fitted or top-dose-only effect, or another doubt; inactive = no such curve, though single readings can be large; an effect the other way counts as inactive or inconclusive. Hits appear at their usual frequency, and some 3.8% of all compounds hit somewhere here.

SMILES	ELG1 DNA repair	TRPV1 ag	TCR activator	a7 integrin act	p53 reactivation	B2AR arrestin	AT treatment	PTAP TSG101 blk	MLL CXXC-DNA inh	BRCA1 expr act
CCCCc1nc2cc(C(=O)NCCc3cnn(C)c3)ccc2o1	?	2.5	-1.5%	-4.7%	14.5%	0.4%	6.7%	·	8.7%	59.9%
COc1cc(C(O)CO)ccc1O (centres undefined)	20.8%	-1.7	-8.5%	·	1.3%	0.0%	-0.1%	1.3%	-3.6%	11.8%
CC(Sc1nnc(CNC(=O)c2ccccc2F)n1C)C(=O)Nc1nccs1 (centres undefined)	-3.0%	-0.6	-18.1%	28.8%	-4.9%	-0.1%	2.4%	-13.5%	21.2%	-9.7%
CC(C)Oc1cccc(C(=O)Nc2ccc(N3CCN(S(C)(=O)=O)CC3)cc2)c1	-12.5%	0.3	-3.8%	7.7%	-0.9%	-0.4%	8.2%	-2.8%	-2.2%	1.8%
CCOc1cccc(/C=N/N2C(=O)CSC2=S)c1O	?	5.3	12.6%	-1.8%	3.7%	-0.5%	6.0%	-0.4%	?	-25.9%
N#C/C(=C\c1ccc2c(c1)OCCO2)C(=O)Nc1ccc(C(=O)O)cc1	?	0.1	9.9%	-3.5%	15.8%	-1.2%	-6.7%	-0.3%	-1.8%	0.1%
COC(=O)c1ccc(NC(=O)CN2CCN(S(=O)(=O)c3ccc(Br)cc3)CC2)cc1	14.8%	0.6	3.0%	?	2.2%	0.3%	4.4%	-2.9%	8.4%	-0.2%
COc1cc2c(c(OCC(=O)NC(C)C)c1)C(=O)O[C@@H](C)CCCC(=O)CCCCC2	?	?	0.7%	10.3%	-2.0%	0.1%	11.8%	0.1%	?	-25.0%
COC/C=C/C1=CC2=CC(=O)C(C)(OC(=O)c3cnc4ccccc4n3)C(=O)C2=CN1C(CO)CO (centres undefined)	4.8%	-0.9	3.0%	15.0%	-1.2%	-0.4%	16.1%	0.7%	7.7%	10.3%
O=C(Nc1cccc([N+](=O)[O-])c1)c1[nH]ncc1Cl	?	1.3	1.8%[46.1 µM]	12.7%	?	-0.1%	7.7%	-2.7%	2.7%	45.8%
CC(=O)c1cccc(NC(=O)Nc2ccccc2)c1	?	?	2.9%	17.1%	14.3%	-0.2%	0.8%	-5.3%	0.9%	?
CCOC(=O)N1CCN(c2c(NCc3ccccc3Cl)c(=O)c2=O)CC1	?	2.7	0.0%	-1.0%	-1.2%	-1.4%	31.1%	0.8%	4.1%	-33.9%

Whole records, quoted from the list. Screens in order: ELG1 DNA repair	TRPV1 ag	TCR activator	a7 integrin act	p53 reactivation	B2AR arrestin	AT treatment	PTAP TSG101 blk	MLL CXXC-DNA inh	BRCA1 expr act
Record of COc1cc2c(c(OCC(=O)NC(C)C)c1)C(=O)O[C@@H](C)CCCC(=O)CCCCC2 : ?	?	0.7%	10.3%	-2.0%	0.1%	11.8%	0.1%	?	-25.0%
Record of O=C(Nc1cccc([N+](=O)[O-])c1)c1[nH]ncc1Cl : ?	1.3	1.8%[46.1 µM]	12.7%	?	-0.1%	7.7%	-2.7%	2.7%	45.8%

Continued.
SMILES	ELG1 DNA repair	TRPV1 ag	TCR activator	a7 integrin act	p53 reactivation	B2AR arrestin	AT treatment	PTAP TSG101 blk	MLL CXXC-DNA inh	BRCA1 expr act
COCCNC(=S)N1CCN(C(c2ccccc2)c2ccccc2)CC1	-8.4%	?	-12.5%	-32.1%	7.9%	0.1%	8.5%	0.8%	6.5%	0.7%
C#CCCOC(=O)N1C2=NC(C(=O)OC)=C(C(=O)OC)[C@@H]3N(CC=C)c4ccccc4[C@]23C[C@H]1C(=O)OC	11.0%	4.6	0.1%	-6.0%	-2.8%	0.1%	22.6%	-0.2%	-0.2%	-1.5%
CC(=O)c1cccc(NC(=S)N2CCN(c3ccccn3)CC2)c1	?	5.2	-1.3%	-13.2%	-1.5%	4.4%	-6.2%	-2.1%	-4.5%	-10.2%
Cc1ccc(C(c2sc3ncnn3c2O)N2CCCCC2)cc1 (centres undefined)	?	-0.9	3.5%[46.1 µM]	3.8%	?	-0.6%	4.5%	0.5%	-15.7%	56.1%
CN1CCN(c2ccc(S(=O)(=O)N3CCCCC3)cc2NC(=O)Cc2ccc(Cl)cc2)CC1	-0.8%	8.7	-1.0%[46.1 µM]	?	-11.4%	-0.4%	12.7%	0.2%	7.4%	-37.1%
O=S(=O)(NC1CC1)c1ccc(S(=O)(=O)N2CCCC(c3nc(-c4cccnc4)no3)C2)cc1 (centres undefined)	?	-0.2	3.0%	-9.2%	-18.2%	0.2%	·	1.4%	-0.2%	-28.9%
Cc1cccc(NS(=O)(=O)c2ccc(C(=O)NCCCN3CCCC3=O)cc2)c1C	-1.7%	4.2	0.7%	-7.9%	0.2%	-0.3%	0.8%	-0.2%	·	-51.1%
c1coc(CNc2nc3sc4c(c3c3ncnn23)CCCC4)c1	?	0.3	-0.4%	4.5%	6.0%	0.2%	15.5%	-0.4%	-4.0%	?
CN(Cc1cn(C)nc1-c1ccccc1F)CC1CCN(Cc2ccccc2)CC1	-5.2%	3.2	-8.9%	-56.3%[inhibitor]	-4.5%	-0.2%	-17.5%	-0.9%	-3.6%	-0.6%
COCC(=O)N(CCc1ccc(OC)cc1)Cc1nc2ccccc2c(=O)[nH]1	-2.6%	-0.2	-7.0%	-12.1%	4.6%	-0.1%	-4.6%	-4.1%	0.3%	10.7%
Cc1cc(C)c(S(=O)(=O)c2ccc(Cl)cc2C)c(Cl)n1	-10.7%	-3.4	2.6%	-31.1%	0.0%	0.0%	2.6%	-7.1%	-1.7%	-2.9%
CCN(C(=O)COC(=O)/C=C/c1ccco1)C1CCCCC1	0.4%	·	-4.1%	-17.0%	18.1%	0.4%	-1.8%	-1.7%	·	-7.9%
CCC(C)NC(=O)c1ccc2nc(-c3ccc(OC)c(OC)c3)c(-c3ccc(OC)c(OC)c3)nc2c1 (centres undefined)	0.517µM*	-1.9	0.1%	6.6%	-4.1%	-0.2%	-2.3%	-6.0%	-2.3%	-1.7%
Cc1ccc(S(=O)(=O)N2C(=O)C(c3ccccc3)SC2=Nc2ccccc2)cc1 (centres undefined)	3.7%	6.1	1.5%	-15.1%	-2.3%	0.2%	-3.6%	-1.0%	0.8%	14.5%
O=C(Nc1cccc(-c2cccc(Cl)c2)c1)C1CCN(CC2CCOC2)CC1 (centres undefined)	-1.9%	2.9	13.1%	-34.4%	?	0.2%	4.3%	-5.7%	-2.1%	-13.2%
CCCCn1c(SCC(=O)N2CCCCC2C)nc2cc(S(N)(=O)=O)ccc21 (centres undefined)	-13.5%	-0.9	4.8%	-15.9%	-18.2%	0.2%	?	-0.2%	1.3%	-26.2%
O=C(Nc1ccc(C(F)(F)F)cc1)c1ccccc1	?	81.7*	-2.5%	20.9%	66.6%	0.4%	3.5%	0.5%	·	?
COc1ccccc1C(CNC(=O)CCNS(=O)(=O)c1ccc(Br)cc1)N1CCCC1 (centres undefined)	·	·	-5.9%	-48.6%[inhibitor]	·	·	·	-11.9%	·	-20.7%
Brc1ccccc1OCCCN1CCCCCC1	2.6%	0.7	-4.0%	0.0%	2.1%	0.4%	1.6%	-5.4%	5.7%	-0.6%
O=C(c1cc2nc(-c3ccccc3)cc(C(F)(F)F)n2n1)N1CCOCC1	?	0.2	-1.7%	-13.5%	3.1%	-0.1%	-0.6%	-3.9%	15.9%	55.0%
CCc1nnc(NC(=O)C(c2ccccc2)c2ccccc2)s1	-11.0%	6.1	1.6%	31.5%	-1.5%	-0.4%	9.0%	-1.0%	-5.4%	-32.5%
CCC(=O)N1CCc2cc(S(=O)(=O)CCC(=O)NCc3ccc(OC)cc3)ccc21	3.8%	3.1	-2.0%	?	-1.1%	-0.2%	4.2%	0.8%	-13.3%	2.3%&10.3%
O=c1c2ccccc2nc(/C=C/c2cccc([N+](=O)[O-])c2)n1CCO	?	?	-3.4%[46.1 µM]	-39.5%	-1.7%	-0.1%	-1.2%	-6.1%	7.9%	-27.7%
CN(C)S(=O)(=O)c1cccc(COC(=O)CN2C(=O)NC3(CCCC3)C2=O)c1	-6.3%	3.0	3.3%	7.9%	-14.9%	-0.1%	3.9%	-4.8%	10.1%	10.6%
O=C(OCCN=C1NS(=O)(=O)c2ccccc21)c1cccs1	14.9%	19.3	10.2%	24.4%	0.4%	-0.5%	5.4%	-0.4%	4.1%	0.1%
